Source: PubChem BioAssay (several laboratories)
TNAP inh hiacc: inhibitors of human TNAP at high phosphate acceptor concentration; P05186; purified TNAP, CDP-star luminescence, 1 M DEA; inhibition, % at 20 µM; 200,000 tested, 0.03% active;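 active means over 50% inhibition of tissue-nonspecific alkaline phosphatase at 20 µM in the single-dose screen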;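 further: plate controls were DMSO wells for no effect and EDTA-quenched wells as full inhibition for full effect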
Target sequence (P05186 whole entry, looked up): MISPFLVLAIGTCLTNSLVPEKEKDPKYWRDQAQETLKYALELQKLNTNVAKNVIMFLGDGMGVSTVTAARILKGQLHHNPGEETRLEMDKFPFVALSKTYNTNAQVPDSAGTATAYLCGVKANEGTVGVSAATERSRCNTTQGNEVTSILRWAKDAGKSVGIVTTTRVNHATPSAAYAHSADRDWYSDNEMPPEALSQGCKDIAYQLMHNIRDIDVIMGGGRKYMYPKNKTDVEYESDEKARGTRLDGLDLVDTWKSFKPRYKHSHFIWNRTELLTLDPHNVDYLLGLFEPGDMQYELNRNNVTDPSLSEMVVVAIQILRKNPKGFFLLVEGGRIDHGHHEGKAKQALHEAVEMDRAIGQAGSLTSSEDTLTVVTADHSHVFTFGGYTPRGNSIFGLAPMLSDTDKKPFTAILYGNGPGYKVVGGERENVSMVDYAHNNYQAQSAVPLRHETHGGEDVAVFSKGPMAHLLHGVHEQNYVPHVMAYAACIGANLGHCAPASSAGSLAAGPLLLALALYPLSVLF
bIAP activator: intestinal alkaline phosphatase (bovine) activation; purified bovine IAP, CDP-star luminescence, 30 min; stronger effect = higher value; fold of DMSO-control signal, blank-subtracted; 200,000 tested, 0.17% active; activation factor at 20 µM; AID 1016;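 active means activation factor of 2 or more at 20 µM, a signal rise over negative controls twice the positive control's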
FLuc act counter: firefly luciferase counter-screen for stimulation assays. 200,000 tested, under 10 active. activation factor at 10 µM. P08659. ATPlite luciferase biochemical, luminescence, 10 min; 0 = ATP-free wells, 1 = DMSO control. AID 1027;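 active means luciferase activation factor, scaled between plate controls, of at least 2 with compound at 10 µM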
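System: luciferase plus luciferin reagent, cell-free; medium: PBS as buffer for the ATP substrate; dosing: test compounds dosed from 2 mM stocks in 100% DMSO; timing: 10 min post-reagent at room temperature; measured by: luminescence measurement of luciferase light output; evaluation: luciferase activation, seen as luminescence increase over controls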
NF-kB expr up: NF-kB expression increase, human neuronal cells; NF-kB reporter expression; stronger effect = higher value; fold change at 12.5 µM; 190,000 tested, 1.6% active; AID 1239; in the data active means fold change above about 3.3
TNAP inh no acc: TNAP (human) inhibition, acceptor-free conditions | P05186 | purified TNAP, CDP-star luminescence, 30 min | inhibition, % at 20 µM | 200,000 tested, 0.26% active | AID 1012;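 active means tissue-nonspecific alkaline phosphatase inhibition above about 50% at 20 µM in the single-dose screen, limit read from the data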;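 further: 0% = DMSO negative control and 100% = EDTA positive control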
APP 5'UTR act: APP 5'UTR luciferase reporter activation; SH-SY5Y APP 5'UTR luciferase reporter, luminescence; zero percent = DMSO vehicle wells; activation, % at 2 µM; 190,000 tested, 1% active; AID 1276;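 active means activation above a set limit, based on mean plus 3 SD of controls, cut at about 140% in these data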; further: values of inactives mirror those of a sister screen read the other way
PMI act: phosphomannose isomerase (human) activation; purified human PMI, coupled resazurin fluorescence, 20 min; stronger effect = higher value; 1 = vehicle control, 0 substrate-free wells; activation factor at 20 µM; 190,000 tested, 0.005% active; AID 1214;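 active means activation factor of 2 or more at 20 µM, relative to plate controls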
Target sequence (P34949 whole entry, looked up): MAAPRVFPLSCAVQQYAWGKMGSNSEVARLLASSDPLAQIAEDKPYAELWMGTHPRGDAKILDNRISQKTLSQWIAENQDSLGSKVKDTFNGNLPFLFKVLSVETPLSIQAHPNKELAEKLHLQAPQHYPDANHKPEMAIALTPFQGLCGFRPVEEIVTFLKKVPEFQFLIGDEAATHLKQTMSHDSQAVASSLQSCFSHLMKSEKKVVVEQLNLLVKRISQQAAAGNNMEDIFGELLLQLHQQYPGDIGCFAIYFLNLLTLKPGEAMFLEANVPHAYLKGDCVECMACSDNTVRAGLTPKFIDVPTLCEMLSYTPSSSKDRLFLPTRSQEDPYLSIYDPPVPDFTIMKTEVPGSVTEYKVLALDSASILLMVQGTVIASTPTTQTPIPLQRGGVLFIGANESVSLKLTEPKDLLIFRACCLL
FLuc inhib CS: Photinus pyralis luciferase inhibition counter-screen; ATPLite firefly luciferase biochemical luminescence, 10 min; inhibition, % at 10 µM; 200,000 tested, 1.5% active;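 active means inhibition above about 50% when tested at 10 µM, limit read from the data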
TNAP act hi DEA: increases human TNAP activity under high phosphate acceptor concentration | activation factor at 20 µM | purified TNAP, CDP-star luminescence, 1 M DEA, 30 min; stronger effect = higher value; 0 = EDTA background, 1 = DMSO-only activity | 200,000 tested, under 10 active | P05186;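 active means activation factor at least 2 at 20 µM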
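Test system – human TNAP · Doses – 20 µM single point · Incubation – 30 min, room temperature · Signal – luminescent substrate turnover signal · Read-out basis – activation factor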
PMI act hi M6P: increases human PMI activity with near-saturating mannose 6-phosphate. P34949. coupled PMI enzyme assay, resazurin fluorescence, 20 min; stronger effect = higher value; 1 = untreated enzyme, 0 = substrate-free blank. activation factor at 20 µM. 190,000 tested, 0.34% active. AID 1216;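 active means activation factor of 2 or more at 20 µM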
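test system = human PMI in coupled enzyme assay | medium = HEPES-buffered pH 7.4 with magnesium and detergent | also added = 1.0 mM mannose-6-phosphate substrate with 0.22 mM NADP+ | compound = 20 µM single dose | times = 20 min incubation at room temperature | measured by = resorufin fluorescence (Ex 544/Em 590 nm) from resazurin via diaphorase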
* marks the source's active call; other numbers are inactive results; x = no result given. Outcome played no part in choosing rows; 3.6% or so of the library scored in one or more.

SMILES	TNAP inh hiacc	bIAP activator	FLuc act counter	NF-kB expr up	TNAP inh no acc	APP 5'UTR act	PMI act	FLuc inhib CS	TNAP act hi DEA	PMI act hi M6P
Clc1ncnc2scc(-c3ccc(Br)cc3)c12	2	0.9	1	1.1	-8	-9	1	2	1	1.1
O=C(OCCN1CCN(c2ncc(C(F)(F)F)cc2Cl)CC1)c1ccc(F)cc1	1	1	1	1.1	-11	8	0.9	-1	1	0.9
CCc1ccc(/C=N/NC(=O)c2cc(C)on2)s1	-2	0.8	0.9	1.5	-2	-6	1	7	1	1.1
CN1C(=O)/C(=C/C=C2\SCCN2C)SC1=S	38	1	1	4.4*	12	174*	0.8	3	0.6	0.7
Cc1ccc(N2CCN(c3ccc(C)cc3)C2c2ccncc2)cc1	-9	0.9	1.1	1	2	11	0.9	-9	1.1	1
Cc1ccc(C)c(-n2c(SCC(=O)N3CCC(C(=O)O)CC3)nnc2-c2cccc(Cl)c2)c1	0	1.1	1	1.3	-7	40	1	-2	1	1.1
CCn1c(=NC(=O)CN2C(=O)CCC2=O)sc2c(OC)ccc(OC)c21	-4	0.9	1	0.98	-13	1	1	-3	1	1.1
Cc1nc(N2CCCC2C(=O)O)c2oc3ccccc3c2n1 (stereo not given)	-3	0.9	1	0.89	-12	12	1	-3	1	1
COc1ccccc1NS(=O)(=O)c1cc(NC(=O)CNC(=O)c2ccc(C)s2)ccc1Cl	8	1	1	1.1	0	-5	0.9	3	0.9	0.9
CS(=O)(=O)c1ccc(Cl)c(NC(=O)Cc2c(Cl)cccc2Cl)c1	-4	0.9	1	1.2	5	-17	1.2	-4	1	1.2
CCc1[nH]nc2c1C(C(C)C)C(C#N)=C(N)O2 (stereo not given)	-7	1.1	1	0.88	-2	x	1	2	1.1	1
CCOC(=O)c1ccc(NC(=S)N2CCSC2c2c(F)cc(F)cc2F)cc1 (stereo not given)	-1	0.9	1	0.97	-12	43	0.7	-2	1	0.9
COc1ccccc1-n1c(C)c2c(OC)cccc(=O)c2c1C	-2	1.1	1	0.96	-5	-6	0.9	-1	1	0.5
COc1ccc(CN(CC2CCC(C(=O)O)CC2)C(=S)Nc2cccc(C)c2)cc1 (stereo not given)	-6	2.4*	1.1	1	-14	-20	0.9	-6	1.1	0.9
NC(=O)CSc1nc(-c2ccccc2)c(-c2ccccc2)o1	-4	0.9	1	1.2	-10	12	0.9	-5	1	0.9
Cc1ccc(C)c(NS(=O)(=O)c2ccc(NC(=O)CSc3ccc(Cl)cc3)cc2)c1	-4	1	1.1	1.3	-9	17	0.9	-7	1	0.9
COc1ccc(-c2nc(S(=O)(=O)c3ccc(C)cc3)c(N3CCCC3)o2)cc1	-4	1	1.1	1	-8	-2	1.3	-9	1	1.5
O=C(Nc1ccccc1CC[N+](=O)[O-])N1CCN(c2ccccc2)CC1	-4	1.2	1	1	-18	1	1	-1	1	1
CCOC(=O)c1nnn(-c2nonc2-c2ccccc2)c1C	-1	0.9	1	0.91	-8	2	1	-2	1	1.1
COc1ccc([N+](=O)[O-])cc1NC(=O)C(C)Sc1nc(-c2ccccc2)cs1 (stereo not given)	1	1	1	0.76	-19	10	0.8	-1	1	0.9
O=C(CSc1nc2ccccc2[nH]1)c1ccc(Cl)s1	-4	0.8	1.1	1.5	-5	3	1.3	-10	1	1.8
COc1cccc(CNC(=O)c2ccc3nc[nH]c3c2)c1	-8	1.1	1	1.2	-8	19	1.1	-3	1.1	1.1
Cc1ccccc1N1CC(O)(c2cccs2)[N+]2=C1CCCC2 (stereo not given)	-3	0.9	1	1.1	-14	4	1.1	-4	1	1.1
CC(C)N1CCN(Cc2cccc3nonc23)CC1CCO (stereo not given)	-3	1	1	1.4	-9	-12	0.8	-1	1	0.8
COc1ccccc1-c1nnc(NC(=O)C2=COCCO2)o1	0	0.9	0.9	1.1	4	-2	1	6	1	0.9
(listing goes on)
SMILES	TNAP inh hiacc	bIAP activator	FLuc act counter	NF-kB expr up	TNAP inh no acc	APP 5'UTR act	PMI act	FLuc inhib CS	TNAP act hi DEA	PMI act hi M6P
O=C(NCc1ccccc1)c1ccc(OC2CSC2)cc1	4	1	1	1.1	-5	13	0.9	3	1	0.9
CC1CC1C(=O)OCC(=O)NCc1ccc(Cl)cc1 (stereo not given)	-4	0.9	1.1	1.3	-15	-15	1	-6	1	1
COc1ccc(-c2cc(C(F)(F)F)nc(S(=O)(=O)CCC(=O)N3CCOCC3)n2)cc1	0	1	1	2.7	-7	-7	0.9	-2	1	1
CC(C)OC(=O)C(C#N)c1nc2ccccc2nc1N1CCCC1 (stereo not given)	5	1.1	1	0.86	-3	22	1.1	-2	1	1.1
COC(=O)c1ccc2nc(C)cc(Nc3ccccc3C)c2c1	-6	0.9	1	0.97	-11	-17	1	-5	1.1	1.1
Cc1ccc(C(c2sc3ncnn3c2O)N2CCC(C)CC2)cc1 (stereo not given)	-1	1.1	1	1	0	-1	1.1	-2	1	1
CC(=O)Nc1ccc(S(=O)(=O)N[C@@H](C)C(=O)Nc2ccc(N3CCOCC3)cc2)cc1	1	1	1	1.1	-1	0	0.9	-3	1	0.9
CN(C)CCCOc1cccc(Oc2ccccc2)c1	0	1	1	1.3	-6	-19	1	-2	1	1
O=C(Nc1ccn(Cc2ccc(F)cc2)n1)c1ccncc1	-4	0.9	1	1.1	-6	-11	1	1	1	1
Cc1cc(C)c(S(=O)(=O)NCCn2c(C)cc3ccccc32)c(C)c1	-7	0.7	1.1	0.82	-1	11	1	-9	1.1	1
O=C(COC(=O)Cc1cccc(C(F)(F)F)c1)Nc1cccc2ccccc12	-1	0.7	1	0.97	-10	-3	0.9	0	1	1
O=C(O)c1cccc(NC(=S)NC(=O)C(c2ccccc2)c2ccccc2)c1	-3	1	1.1	1	6	-3	1	-9	1	1
Fc1ccc(C(c2nnnn2C2CCCC2)N2CCN(Cc3ccncc3)CC2)cc1 (stereo not given)	-7	1.1	1.1	1.3	-15	0	1.1	-7	1.1	1.2
CN(C)c1cccc(N=C2C=C(N3CCOCC3)CC(C)(C)C2)c1	-3	0.8	1.1	0.86	-10	-31	1	-9	1	1.2
COc1ccc(OCC(O)Cn2c(=N)n(CCN3CCOCC3)c3ccccc32)cc1 (stereo not given)	-3	0.9	1	1.2	-9	1	1	-4	1	1
COc1ccc(CNC(=O)c2c(C)cc(=O)oc2C)cc1OC	-5	0.9	1.1	1.3	-12	23	0.9	-7	1	0.9
O=C1C2C(c3ccccc3)C=CC(c3ccccc3)C2C(=O)N1c1ccccn1 (stereo not given)	3	1.2	1	1.4	-2	-21	0.9	-3	1	0.9
COc1ccc(C(=O)NC(=S)NNC(=O)CNC(=O)C2CCCCC2)cc1	-5	1	1	1.1	-13	0	0.8	2	1.1	0.9
Cc1cccn2c(NC(=O)c3cccs3)c(-c3ccccc3)nc12	-4	0.9	1	0.95	-9	-17	1	-4	1	1
COc1ccc(CNC(=O)CCn2c(=O)[nH]c3ccccc3c2=O)cc1	6	1	1	0.98	2	-12	1	1	0.9	0.9
O=C1CSc2nc3ccccc3n21	-3	1.1	1	0.9	-8	64	0.9	0	1	1
COC(=O)c1ccc(N)c(N=CC2=C(O)CC(C)(C)CC2=O)c1	-2	1	1.1	0.69	3	131	1	-8	1	0.7
CCC(=O)c1ccc(OCc2ccc(C(=O)OC)o2)c(OC)c1	-6	1	1	0.98	-10	1	0.9	-1	1.1	0.9
CCC(C)NC(=O)CSc1nc2c(sc(=S)n2Cc2ccco2)c(=O)n1-c1ccccc1 (stereo not given)	-2	0.9	1	0.87	-10	-68	1	-4	1	1
CCOc1ccccc1/C=N/NC(=O)c1cccc(S(=O)(=O)N2CCOCC2)c1	0	1	1	1.2	-2	-14	1	1	1	1.1

Among those listed so far, these contain a cyano group.
SMILES	TNAP inh hiacc	bIAP activator	FLuc act counter	NF-kB expr up	TNAP inh no acc	APP 5'UTR act	PMI act	FLuc inhib CS	TNAP act hi DEA	PMI act hi M6P
CCc1[nH]nc2c1C(C(C)C)C(C#N)=C(N)O2 (stereo not given)	-7	1.1	1	0.88	-2	x	1	2	1.1	1
CC(C)OC(=O)C(C#N)c1nc2ccccc2nc1N1CCCC1 (stereo not given)	5	1.1	1	0.86	-3	22	1.1	-2	1	1.1

(listing goes on)
SMILES	TNAP inh hiacc	bIAP activator	FLuc act counter	NF-kB expr up	TNAP inh no acc	APP 5'UTR act	PMI act	FLuc inhib CS	TNAP act hi DEA	PMI act hi M6P
CCOC(=O)c1ccc(NC(=O)CC2NCCNC2=O)cc1 (stereo not given)	-6	0.9	1	1.4	-14	17	0.9	-2	1.1	0.9
Cc1[nH]c2ccccc2c1/C=N/Nc1ccc(F)cc1F	2	0.9	0.9	1.1	-24	17	1.5	10	1	2.1*
Nc1nc(Nc2ccccc2Br)nc(C(F)(F)F)n1	-2	0.8	1	1.4	-6	9	0.9	-3	1	0.9
CC(=O)N1CCN(Cc2nc3cc(NC(=O)c4ccc(F)cc4)ccc3n2C)CC1	-6	1.1	1.1	1.4	-10	6	1.1	-6	1.1	1.1
COC(=O)c1nn(-c2ccc(C)cc2)ccc1=O	-4	1	1.1	1.1	-12	11	1.1	-8	1	1
CCOC(=O)CC(NC(=O)Cn1nnc(-c2ccccc2F)n1)c1ccc(OC)cc1 (stereo not given)	-3	1	1.1	0.9	-9	-1	1.1	-5	1	1
CS(=O)(=O)c1ncc(Cl)c(C(=O)Nc2ccc3ccccc3c2)n1	-5	1	1	0.22	-10	-96	1.1	-2	1.1	1.1
CCNc1nc(Oc2ccc(=O)[nH]n2)nc(N2CCOCC2)n1	-5	0.9	1.1	1	-21	5	1	-6	1	1
O=C1c2ccccc2N(Cc2ccc(Cl)cc2)C2=NCCN12	6	0.9	1	1.1	-38	17	1	1	0.9	0.9
C=CCOc1c(Br)cc(CNn2nnnc2N)cc1OC	-3	0.8	1	0.87	-14	6	1	-4	1	1
O=C(NC1CCCCCC1)c1cc(S(=O)(=O)N2CCC3(CC2)OCCO3)ccc1F	-4	1.8	1.1	1.1	-8	13	0.9	-8	1	0.9
CCOC(=O)CCCc1sc(N)nc1-c1[nH]c(=O)[nH]c1C	-10	1	1	1.2	-10	8	1.5	-3	1.1	1.7
Cc1cc(Nc2cccc(C)c2C)n2nc(C)nc2n1	-5	1.2	1	1	0	5	1.2	-1	1	1.1
O=C(CCC(=O)NC1CC1)Nc1nnc(C2CCCCC2)s1	-2	0.9	1	1.2	-6	12	1	-1	1	1.1

Structures above marked active in PMI act hi M6P.
SMILES,TNAP inh hiacc,bIAP activator,NF-kB expr up,TNAP inh no acc,APP 5'UTR act,PMI act,TNAP act hi DEA,PMI act hi M6P
Cc1[nH]c2ccccc2c1/C=N/Nc1ccc(F)cc1F,2,0.9,1.1,-24,17,1.5,1,2.1*

Entries of single compounds as entered above. Screens in order: TNAP inh hiacc, bIAP activator, FLuc act counter, NF-kB expr up, TNAP inh no acc, APP 5'UTR act, PMI act, FLuc inhib CS, TNAP act hi DEA, PMI act hi M6P
CCOC(=O)CCCc1sc(N)nc1-c1[nH]c(=O)[nH]c1C is listed with -10, 1, 1, 1.2, -10, 8, 1.5, -3, 1.1, 1.7
O=C(NC1CCCCCC1)c1cc(S(=O)(=O)N2CCC3(CC2)OCCO3)ccc1F is listed with -4, 1.8, 1.1, 1.1, -8, 13, 0.9, -8, 1, 0.9
